# CaV13 FRET inh = Disruptors of the CACNA1D IQ motif to Ca2+-dependent inactivation inhibitor domain association, primary screening, Förster resonance energy transfer in intact living … | HEK cells, CFP/YFP FRET ICDI-IQ, plate reader, 10 min; percent FRET-ratio fall versus neutral wells | inhibition, % at 12.3 µM | 340,000 compounds, 0.098% hits | AID 743397;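 active = mean replicate inhibition of at least 30% and at least 1% of replicates passing that level; inconclusive = only one of the two criteria is met; inactive = neither criterion is met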;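 also: 0% = median of the neutral control wells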
# Vif inh = blocks HIV Vif function; inhibition, % at 7.49 µM; HEK293T cells, Vif self-association by quenched fluorescence, imaging, 24 h; 340,000 compounds, 0.35% hits; in the data active = inhibition above about 50%, passing the limit was not always enough; inconclusive = no clear call, values can overlap the other calls; inactive = below about 31%; also: some results filed as inactive read as strong as hits
# Cardio protect = modulators protecting cardiomyocytes from myocardial damage | H9c2 cardiomyocytes, H2O2 injury protection, ATPLite, 2 h | protection from H2O2 cell death, % at 20 µM | 360,000 compounds, 0.63% hits | AID 588492;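 active = compounds giving at least 50% protection of heart cells from peroxide-induced death in the single-dose screen, raw or plate-pattern-corrected value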;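 also: 0% = DMSO wells with peroxide and 100% = DMSO wells without peroxide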
# PDI turbidity = PDI (human) enzyme inhibition | PDI insulin aggregation turbidity, A650, 90 min | inhibition, % at 10 µM | 350,000 compounds, 0.052% hits | P07237;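 active = mean inhibition across replicates of 30% or more, whatever share of single replicates reach that level; inconclusive = mean inhibition below 30% while every single replicate reaches 30%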;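 also: absorbance from insulin aggregation driven by PDI reduction with DTT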
# Target sequence (P07237 whole entry, looked up): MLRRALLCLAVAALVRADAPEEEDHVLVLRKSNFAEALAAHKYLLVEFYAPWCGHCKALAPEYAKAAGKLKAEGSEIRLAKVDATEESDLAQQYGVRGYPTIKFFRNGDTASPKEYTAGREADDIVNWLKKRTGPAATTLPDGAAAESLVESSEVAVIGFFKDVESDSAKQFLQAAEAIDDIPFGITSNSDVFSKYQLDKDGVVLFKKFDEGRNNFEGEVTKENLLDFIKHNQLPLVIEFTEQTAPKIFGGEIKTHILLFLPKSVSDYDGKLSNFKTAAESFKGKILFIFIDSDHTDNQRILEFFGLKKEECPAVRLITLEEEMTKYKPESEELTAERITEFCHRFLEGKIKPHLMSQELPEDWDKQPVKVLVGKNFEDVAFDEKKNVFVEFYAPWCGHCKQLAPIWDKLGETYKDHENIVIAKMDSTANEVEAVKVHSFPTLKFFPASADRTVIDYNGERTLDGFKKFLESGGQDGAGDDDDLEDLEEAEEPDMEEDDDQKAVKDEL
# m5-HT2A agonist = activates the mouse 5-HT2A serotonin receptor. P35363. CHO-K1 mHTR2A beta-arrestin complementation, luminescence; percent of 30 µM serotonin response. activation, % at 7.6 µM. 360,000 compounds, 0.66% hits. AID 624169;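 active = activation above a run cutoff, the mean activation of all tested compounds plus 3 SD, cut at about 14% in these data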;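 also: 0% = plate median of compound wells and 100% = 30 µM serotonin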
# Target sequence (P35363 whole entry, looked up): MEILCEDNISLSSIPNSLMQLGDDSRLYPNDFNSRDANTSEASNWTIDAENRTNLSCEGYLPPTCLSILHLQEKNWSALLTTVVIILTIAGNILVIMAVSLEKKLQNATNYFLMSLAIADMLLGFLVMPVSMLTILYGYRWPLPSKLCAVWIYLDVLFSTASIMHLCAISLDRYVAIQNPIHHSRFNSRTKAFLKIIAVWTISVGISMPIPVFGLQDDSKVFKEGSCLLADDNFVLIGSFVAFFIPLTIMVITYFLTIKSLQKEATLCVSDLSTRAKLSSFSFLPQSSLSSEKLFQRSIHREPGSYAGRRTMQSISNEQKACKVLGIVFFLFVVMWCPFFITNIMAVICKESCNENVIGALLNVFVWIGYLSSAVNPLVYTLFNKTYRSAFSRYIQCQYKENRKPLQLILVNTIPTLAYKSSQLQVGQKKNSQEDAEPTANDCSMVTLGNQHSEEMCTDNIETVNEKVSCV
# hiPSC survival = hiPSC single-cell survival enhancement. ATPlite luminescence; 100% = ROCK inhibitor wells, 0% = DMSO. 360,000 compounds, 0.044% hits. survival enhancement, % at 20 µM; in the data active = survival enhancement above about 18%;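 also: cells exposed to compounds for 16 hours before the ATP read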
# Exocytosis inh = lytic granule exocytosis inhibition; 360,000 compounds, 0.66% hits; inhibition, % at 10 µM; TALL-104 LAMP-1 surface exposure, flow cytometry; cells stimulated with thapsigargin and PMA;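 active = inhibition above about 55%, limit read from the data; inconclusive = no clear call, values can overlap the other calls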
# N-glyco inh = blocks N-linked glycosylation in D54 reporter cells. D54 ERlucT glycosylation luciferase reporter, 24 h; percent of 100 nM tunicamycin response. reporter increase, % at 12.5 µM. 360,000 compounds, 0.23% hits. AID 588692;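 active = mean luciferase reporter signal, scaled so untreated is 0 and the glycosylation-blocking control 100, at or above a set limit in every replicate; inconclusive = mean reaches the limit but not every replicate does; inactive = mean below the limit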;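 also: luciferase carries N-glycosylation sites so blocking glycosylation raises the light; 0% = median of neutral control wells and 100% = median of 100 nM tunicamycin wells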
# aDG glyco up = increases alpha dystroglycan glycosylation; Pro5-aDG cells, alpha-DG glycosylation AlphaScreen (IIH6); 0% Pro5, 100% B10-LARGE cell signal; activation, % at 10 µM; 360,000 compounds, 0.22% hits; AID 624168;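 active = activation of at least 8% versus controls, or a plate z-score of at least 8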;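 also: Pro5 are CHO cells carrying HIG-tagged alpha-DG that lacks glycosylation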
# ABCB6 inh MLPCN = inhibitors of human ABC transporter ABCB6 | Q9NP58 | K562-ABCB6 porphyrin accumulation, flow cytometry, 1 h; active compounds read low | fluorescence ratio to DMSO, % at 10 µM | 360,000 compounds, 0.19% hits | AID 602162;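 active = fluorescence ratio to DMSO below 75%, the collection mean minus 3 SD; inconclusive = too few cells collected in the well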;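 also: signal is porphyrin accumulated inside mitochondria; 100% equals median channel fluorescence of DMSO control wells; lower ratio means ABCB6 inhibition with less porphyrin fluorescence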
# An asterisk follows results filed as active; ? = inconclusive; nt = not tested or not shown. Outcome played no part in choosing rows; 3.1% or so of the library scored in one or more.
canonical_smiles	hiPSC survival	Exocytosis inh	N-glyco inh	Vif inh	PDI turbidity	ABCB6 inh MLPCN	CaV13 FRET inh	m5-HT2A agonist	Cardio protect	aDG glyco up
CC(=O)Nc1ccc(CN2CCCC(C(=O)c3cccc(C(F)(F)F)c3)C2)cc1 (centres undefined)	5.8	30	-1	3	1	92	12	-4	-3	0.7
CCOC(=O)Cc1cnc(NC(=O)CSc2nc(C)c(CC)c(=O)[nH]2)s1	-0.2	10	2	10	-4	96	-2	6	3	-0.1
COc1cc(OC)cc(C(=O)NCC(=O)N2CCN(S(=O)(=O)c3ccccc3F)CC2)c1	-0.5	8	1	-4	2	99	-5	-2	2	0.6
O=C(COc1coc(CN2CCN(c3ccc(F)cc3)CC2)cc1=O)NC1CCCC1	0.7	4	-1	-3	16	103	-6	1	2	0.1
COc1ccccc1CNc1ccc(N2CCCCC2)cc1	-0.5	0	-7	nt	6	103	nt	0	-12	-0.5
O=C(NCCCN1CCC(Cc2ccccc2)CC1)C1CCC(=O)N1C1CCCC1 (centres undefined)	-1.3	-8	1	3	-18	103	-6	13	-14	-0.2
O=C(NCc1ccccc1)NC1(C(=O)N2CCN(c3ccccc3)CC2)CCCCC1	2.7	-1	0	0	13	95	-5	-2	16	0.3
CCOC(=O)C1=C(N)Oc2cc(O)ccc2C1c1ccc(Br)cc1 (centres undefined)	1.0	-2	4	-2	5	106	-5	-4	4	0.0
CC(C)(C)NC(=O)CN(C(=O)c1ccc(CN2CCOCC2)o1)c1ccc2c(c1)OCCO2	-0.4	1	2	1	1	99	-4	-2	3	-0.1
CC(C)c1ccc(NC(=O)COc2nncc3ccccc23)cc1	-3.0	-4	-3	nt	-82	106	-19	-4	-2	0.4
CCOc1ccc(NC(=O)COC(=O)CCN2C(=O)C3CC=CCC3C2=O)cc1OCC (centres undefined)	0.0	0	-2	0	1	98	-5	-3	6	-0.2
Cc1onc(-c2ccccc2Cl)c1C(=O)NCc1ccco1	-0.7	1	0	-1	-4	104	-8	-5	2	0.2
COc1ccc(CCNC(=O)C2CCN(S(=O)(=O)N3CCCCCC3)CC2)cc1OC	-2.4	-1	4	13	12	98	-4	-3	1	-0.3
C[C@H](CO)N1C[C@H](C)[C@@H](CN(C)S(=O)(=O)c2cn(C)cn2)Oc2ccc(NS(=O)(=O)c3ccccc3)cc2C1=O	2.2	-5	3	0	-4	97	-12	-2	3	0.2
COc1ccc(NC(=O)N(C)C[C@H]2Oc3c(NC(=O)c4nc5ccccc5s4)cccc3C(=O)N([C@@H](C)CO)C[C@H]2C)cc1	-0.8	16	-2	-4	0	98	-6	2	14	-0.2
CC(C)C(c1nnnn1Cc1ccco1)N1CCC(C(N)=O)CC1 (centres undefined)	0.7	1	3	0	3	98	-2	7	-1	0.0
CCNS(=O)(=O)c1ccc(NC(=O)CC(C)c2ccccc2)cc1 (centres undefined)	-0.6	1	0	-9	-7	101	-5	0	1	-0.1
COc1ccc(C(=O)CSc2nc(C)cc(C)n2)cc1C	3.0	-12	1	-10	-10	101	-4	0	-4	0.0
CCc1ccc2c(CN3CCN(S(=O)(=O)c4ccccc4F)CC3)cc(=O)oc2c1	-2.1	1	-8	-5	0	101	-7	4	-3	0.3
NC(N)=N/N=C/c1cccc([N+](=O)[O-])c1O	1.3	2	1	2	0	93	-2	-1	6	0.7
CCOC(=O)C(=O)N=Nc1c(O)n(C)c2ccccc12	-0.8	-1	3	2	-7	95	0	-2	10	0.5
COCCCN1C(=O)CS/C1=N\S(=O)(=O)c1ccccc1	-0.4	-4	2	-2	1	98	4	2	0	0.9
c1cncc(-c2ccc3[nH]ccc3c2)c1	-2.4	1	2	-13	3	93	-5	-10	-3	-0.3
COc1ccc(CNC(=O)C/C(C)=N/NC(=O)c2ccccc2OC)cc1	-0.6	6	2	-3	1	101	-3	-3	1	0.1
O=C(c1ccc(Br)s1)N1CCN(Cc2ccc3c(c2)OCO3)CC1	-0.8	3	-2	-5	10	95	-4	-4	-1	0.1
Brc1[nH]nc2ccccc12	3.1	0	0	4	1	97	-9	2	7	-0.1
CN(C)S(=O)(=O)N1CCN(S(=O)(=O)N2CCOCC2)CC1	-1.4	7	0	-3	-1	101	-3	1	10	0.0
Cc1ccc(S(=O)(=O)N2CCN(C(=O)c3n[nH]c4ccccc34)CC2)cc1	-0.3	1	-1	-1	1	99	-4	-8	-3	0.2
O=C(O)COc1c(-c2ccccc2)oc2ccccc2c1=O	0.4	-1	3	6	3	106	-6	2	2	0.1
CN(C)C1=NC(=O)/C(=C\c2ccccc2)S1	-0.7	-7	1	5	7	116	-6	-2	2	-0.4
c1cc2c(cc1Cn1cnnn1)OCO2	-3.0	0	3	6	14	89	-5	-1	0	-0.2
Cc1ccc(-c2cc(N)n3nc(-c4ccc(C)cc4)cc3n2)cc1	-0.1	-4	5	-9	2	97	0	-3	-14	-0.1
CC(C)Cc1nnc(NC(=O)CSc2nc(-c3ccccc3)cc(=O)[nH]2)s1	0.4	0	0	-1	3	98	5	4	-12	0.3
COC(=O)[C@]1(C)N[C@H](CN(C)S(=O)(=O)c2ccccc2)[C@@H]2C(=O)N(Cc3ccccc3)C(=O)[C@@H]21	4.5	-3	1	2	-1	97	-5	-2	-2	0.2
CC(C)(C)c1ccc(OCC(=O)NC2CCS(=O)(=O)C2)cc1 (centres undefined)	5.5	-2	4	?	-6	110	-7	1	-4	0.0
COc1ccc(OCC(=O)NCCNC(=O)c2cccnc2)cc1	0.7	6	4	8	8	98	-18	-5	7	-0.1
Cc1c(Br)c([N+](=O)[O-])nn1CC(=O)N(C)Cc1ccccc1	-0.1	2	0	0	16	85	-2	-4	0	0.3
CC1CCC(C(=O)NC(C(=O)N2CCN(c3ccccn3)CC2)C(C)C)CC1 (centres undefined)	7.5	1	1	-4	-11	89	-4	1	-3	0.3
CC(=O)Nc1ccc(/C=C/c2ccc3cccc([N+](=O)[O-])c3n2)cc1	0.7	4	-5	2	-5	93	-7	-8	44	-0.1
O=C(NCCN1CCN(c2ccccc2Cl)CC1)Nc1ccccc1	-0.4	-2	2	-2	14	94	-19	1	2	-0.1

# 3 compounds drawn at random from the list so far:
canonical_smiles	hiPSC survival	Exocytosis inh	N-glyco inh	Vif inh	PDI turbidity	ABCB6 inh MLPCN	CaV13 FRET inh	m5-HT2A agonist	Cardio protect	aDG glyco up
CC(C)C(c1nnnn1Cc1ccco1)N1CCC(C(N)=O)CC1 (centres undefined)	0.7	1	3	0	3	98	-2	7	-1	0.0
CN(C)S(=O)(=O)N1CCN(S(=O)(=O)N2CCOCC2)CC1	-1.4	7	0	-3	-1	101	-3	1	10	0.0
COc1cc(OC)cc(C(=O)NCC(=O)N2CCN(S(=O)(=O)c3ccccc3F)CC2)c1	-0.5	8	1	-4	2	99	-5	-2	2	0.6

# Copied from the list.
# `COC(=O)[C@]1(C)N[C@H](CN(C)S(=O)(=O)c2ccccc2)[C@@H]2C(=O)N(Cc3ccccc3)C(=O)[C@@H]21` @ CaV13 FRET inh: -5
# `CC(C)Cc1nnc(NC(=O)CSc2nc(-c3ccccc3)cc(=O)[nH]2)s1` @ hiPSC survival: 0.4
# `Cc1c(Br)c([N+](=O)[O-])nn1CC(=O)N(C)Cc1ccccc1` @ m5-HT2A agonist: -4
# `Cc1ccc(-c2cc(N)n3nc(-c4ccc(C)cc4)cc3n2)cc1` @ m5-HT2A agonist: -3

# Later entries:
canonical_smiles	hiPSC survival	Exocytosis inh	N-glyco inh	Vif inh	PDI turbidity	ABCB6 inh MLPCN	CaV13 FRET inh	m5-HT2A agonist	Cardio protect	aDG glyco up
CCN1C(=O)CC(NCc2ccc(S(N)(=O)=O)cc2)C1=O (centres undefined)	-0.3	0	1	-3	-4	96	-2	8	10	-0.1
Cc1cc(C(=O)N/N=C/C=C/c2cccc([N+](=O)[O-])c2)n[nH]1	-0.2	-2	1	-5	-1	91	5	-4	6	0.0
CC(C)[C@@H](C(=O)NCC1CCC(C(=O)O)CC1)n1nnc2ccccc2c1=O (some centres undefined)	-2.0	-1	-1	-5	-6	100	-5	-4	2	-0.3
COCC(=O)Nc1nc(-c2ccccc2)ns1	-1.7	4	2	11	4	94	-9	5	-3	-0.1
COC(=O)Cn1c2ccc(OC)cc2c2nc(C)sc21	-0.8	12	0	-4	-1	100	-5	-1	3	-0.2
CCOC(=O)C1=C(N)N2C(=O)C(C)SC2=C(C(=O)OCC)C1c1ccccc1 (centres undefined)	0.1	2	1	-6	8	94	0	0	-6	-0.5
COC(=O)[C@H]1C[C@@]2(O)CN(S(=O)(=O)c3ccc(C)cc3)C[C@@]2(OC(=O)NCC2CCCCC2)C[C@H]1C(=O)OC	-1.4	3	-3	nt	-1	91	-3	6	-2	-0.1
O=C(CN1C(=O)c2cccc3cccc1c23)NC1CCCCC1	0.9	6	0	-3	0	168	-7	5	7	0.0
COc1ccccc1-c1nnc(SCC(=O)N2CC(C)CC(C)C2)o1 (centres undefined)	-1.1	-2	-3	-5	-3	94	0	3	0	0.0
CCOC(=O)C1CCCN(C(=O)c2cc(-c3ccc(C)cc3)on2)C1 (centres undefined)	-3.0	0	-6	nt	-7	90	-5	1	-3	-0.1
COc1ccc(NC(=O)COc2coc(CN3CCN(c4ccccc4)CC3)cc2=O)cc1	-0.4	-2	0	-3	-12	101	-7	3	-3	0.4
CC(=O)Nc1ccc(NC(=O)c2ccc(CSc3ccccc3)o2)cc1	-0.2	-4	-5	-12	-3	87	-5	0	-2	0.1
Clc1ccccc1/C=C/C=N/Nc1nc(N2CCOCC2)nc(N2CCOCC2)n1	0.7	0	-3	-24	0	93	2	-5	9	-0.2
Cn1nc(C(=O)Nc2nc(-c3ccc(F)cc3)cs2)ccc1=O	-0.1	2	2	-7	5	97	-6	2	-4	0.1
N/C(=N\OS(=O)(=O)c1ccc(Cl)cc1)c1ccncc1	5.4	-2	1	-4	-5	105	-9	4	-10	0.0
Cc1ccc(C)c(S(=O)(=O)N2CCN(C(=O)c3cccn3C)CC2)c1	-0.2	0	-1	9	1	94	-4	4	0	0.1
CC(C)Cc1ccc(S(=O)(=O)N2CCCC2)cc1	-1.9	4	2	-4	6	95	-9	8	-5	-0.1
COc1ccc(C)cc1S(=O)(=O)N(CC(=O)Nc1cc([N+](=O)[O-])ccc1C)c1ccc(C)c(C)c1	-1.7	4	-3	-1	-9	96	-2	-5	-1	-0.4
O=C1CN(S(=O)(=O)c2cc(Cl)ccc2Cl)CCN1	0.6	-2	2	-4	13	100	-3	2	6	0.1
CCN1C/C(=C/c2ccc(OC)c(O)c2)C(=O)/C(=C/c2ccc(OC)c(O)c2)C1	-1.4	0	24	0	4	99	-6	1	16	-0.2

# Screening results (PubChem)
